High-throughput results (PubChem BioAssay)
GDH-TPI inh: GDH-TPI coupling enzyme inhibitors, primary screen, artefact control for M. tuberculosis FBA inhibitor project, biochemical, absorbance, full deck; inhibition, % at 4.8 µM; GDH-TPI coupled enzyme counterscreen, NADH absorbance; hit rate 1.2% among 360,000;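 note: 0% = DMSO wells and 100% = wells lacking the enzyme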
BoNT-F LC inh: BoNT/F light chain protease inhibitors, primary screen, biochemical, flow cytometry, MLPCN library. Botulinum neurotoxin type F light chain protease (Clostridium botulinum). Multiplex microsphere protease cleavage assay. inhibition, % at 10 µM. hit rate 0.22% among 360,000. AID 588497, 2011; in the data active = inhibition above about 35%, passing the limit was not always enough; inconclusive = no clear call, values can overlap the other calls; note: plate controls were buffer without enzyme for full effect and enzyme alone for no effect
UGM FP inh: M. tuberculosis UGM enzyme inhibitors, primary screen, biochemical, fluorescence polarization, single point. purified UGM, fluorescence polarization probe displacement. inhibition, % at 10 µM. hit rate 0.06% among 320,000. AID 504406, 2011; in the data active = inhibition above about 10%, passing the limit was not always enough; inconclusive = no clear call, values can overlap the other calls
Target sequence (P9WIQ1 whole entry, looked up): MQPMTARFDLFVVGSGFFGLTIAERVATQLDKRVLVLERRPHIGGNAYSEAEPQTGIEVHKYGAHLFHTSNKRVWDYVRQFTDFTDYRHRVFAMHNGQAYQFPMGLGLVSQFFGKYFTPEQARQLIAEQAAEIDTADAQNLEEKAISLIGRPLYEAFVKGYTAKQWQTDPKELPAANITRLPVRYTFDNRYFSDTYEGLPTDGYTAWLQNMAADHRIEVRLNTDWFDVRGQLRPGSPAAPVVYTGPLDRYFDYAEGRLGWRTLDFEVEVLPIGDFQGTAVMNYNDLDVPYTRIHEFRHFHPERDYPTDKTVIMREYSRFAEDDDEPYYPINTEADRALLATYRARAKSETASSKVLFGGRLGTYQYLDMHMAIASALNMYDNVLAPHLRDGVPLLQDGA
PrPC TRFRET: inhibitors of human cell surface prion protein PrPC, primary screen, cell-based, TR-FRET. TR-FRET read-out. hit rate 0.43% among 370,000. Major prion protein (Homo sapiens), P04156. inhibition, % at 13.8 µM; in the data active = inhibition above about 24%; note: 0% = median of the test wells and 100% = reference compound wells
FadD28 FP inh: inhibitors of FadD28 bisubstrate probe binding, primary screen, biochemical, fluorescence polarization, single point. hit rate 0.22% among 360,000. Mycobacterium tuberculosis FadD28 fatty-acid-AMP ligase. inhibition, % at 12.5 µM. AID 588549, 2011; in the data active = inhibition above about 8.5%, passing the limit was not always enough; inconclusive = no clear call, values can overlap the other calls
BoNT A protease: BoNT/A light chain protease inhibitors, primary screen, biochemical, flow cytometry, MLPCN library. Botulinum neurotoxin type A light chain protease (Clostridium botulinum A str. ATCC 3502). multiplex microsphere protease substrate cleavage. hit rate 0.17% among 360,000. inhibition, % at 10 µM. AID 588499, 2011; in the data active = inhibition above about 30%; inconclusive = no clear call, values can overlap the other calls; note: plate controls were buffer without enzyme for full effect and enzyme alone for no effect
BioA inh: M. tuberculosis BioA enzyme inhibitors, primary screen, biochemical, plate reader, single point, HTS; purified M. tuberculosis BioA enzyme; 7,8-diaminopelargonic acid synthase BioA (Mycobacterium tuberculosis); inhibition, % at 9.99 µM; hit rate 0.096% among 360,000; in the data active = inhibition above about 40%; inconclusive = no clear call, values can overlap the other calls
CCHF vOTU inh: CCHFV vOTU protease inhibitors, primary screen, biochemical, Pep-AMC substrate, fluorescence; Crimean-Congo hemorrhagic fever virus L polyprotein viral ovarian tumor (vOTU) protease …; inhibition, % at 11.5 µM; hit rate 0.55% among 370,000; AID 651958, 2012; note: 0% = vehicle wells with enzyme and 100% = no enzyme wells
Mtb FBA inh: Mtb FBA enzyme inhibitors, primary screen, biochemical, fluorescence, strain H37Rv; purified M. tuberculosis FBA, fluorescence read-out; hit rate 2.3% among 360,000; inhibition, % at 1 µM; in the data active = inhibition above about 27%;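 note: 0% = vehicle and 100% = reference inhibitor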
Target sequence (P9WQA3 whole entry, looked up): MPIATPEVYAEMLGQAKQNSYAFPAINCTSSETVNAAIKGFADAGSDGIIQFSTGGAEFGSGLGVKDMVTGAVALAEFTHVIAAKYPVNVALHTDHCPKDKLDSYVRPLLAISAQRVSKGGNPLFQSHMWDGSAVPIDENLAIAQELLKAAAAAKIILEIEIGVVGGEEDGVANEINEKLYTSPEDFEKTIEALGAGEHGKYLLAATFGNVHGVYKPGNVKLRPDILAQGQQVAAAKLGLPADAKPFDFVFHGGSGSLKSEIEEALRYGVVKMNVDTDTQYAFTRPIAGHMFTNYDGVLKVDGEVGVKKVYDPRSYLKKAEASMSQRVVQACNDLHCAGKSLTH
Numbers without * were called inactive; ? = inconclusive; nt = not tested or not shown. Cut-off read from the data, not from the text of the source, unless noted: active = inhibition above about 30%; inactive = the rest.

Structure | GDH-TPI inh | BoNT-F LC inh | UGM FP inh | PrPC TRFRET | FadD28 FP inh | BoNT A protease | BioA inh | CCHF vOTU inh | Mtb FBA inh
N#Cc1c(NC(=O)c2cccc(S(=O)(=O)Nc3ccc(C(=O)O)cc3)c2)sc2c1CCCC2 | 18 | 6 | 8.1 | 2 | ? | -0.5 | nt | 7 | 2
COc1ccc(S(=O)(=O)N2CCC(C(=O)NC3CCCC3)CC2)cc1OC | 2 | 2 | -2.3 | 1 | 0.3 | -1.1 | -4.4 | 5 | -1
Cc1nnc(SCC(=O)Nc2ncc(Cc3ccc(F)cc3)s2)n1N | 7 | -12 | 0.2 | 2 | -2.9 | 0.3 | -1.9 | 2 | 0
COc1cc2cc(CCCOC(=O)c3ccc(F)cc3)oc(=O)c2cc1OC | 6 | -4 | -2.1 | -1 | -1.2 | 0.4 | 0.5 | 6 | 3
COC(=O)C1=COC(C)C2CN3CCC4(C(=O)Nc5ccccc54)C3CC12 (configuration not stated) | 5 | 4 | 1.8 | 2 | -7.8 | 0.4 | -0.5 | -3 | 1
CCCCCC(=O)N/N=C/c1cccs1 | 11 | 1 | -3.8 | 6 | 1.3 | -0.2 | nt | -6 | -1
CCn1c(O)c(/C=N/NC(=O)c2ccccc2)c(=O)n(CC)c1=S | 20 | 3 | 4.4 | 1 | -1.3 | -0.1 | -3.2 | -3 | 4
CCOc1ccc(C(C(=O)NCC2CCCO2)N(Cc2cccnc2)C(=O)c2snc(C(N)=O)c2N)cc1 (configuration not stated) | 5 | -26 | nt | -14 | -2.7 | -0.7 | -0.7 | 2 | 7
Cn1c(Cl)cnc1C(O)c1ccccc1 (configuration not stated) | 5 | -4 | -1.5 | 2 | -0.3 | 0.1 | -1.7 | -7 | 4
Cc1ccccc1Nc1ncnc2c1cnn2Cc1ccccc1 | 4 | 6 | 1.6 | 10 | 0.3 | 1.9 | 0.2 | -1 | 6
CCCCCC1CC(CC/C(C)=N/NC(N)=O)C(=O)O1 (configuration not stated) | -1 | ? | 1.8 | -3 | 2.1 | -3.2 | nt | -2 | -1
O=C(NC(NC(=S)Nc1ccccc1O)C(Cl)(Cl)Cl)c1ccco1 (configuration not stated) | 3 | -4 | 1.3 | 1 | -2.8 | -0.7 | nt | -18 | -1
CCC1Oc2ccc(C)cc2N(CC(=O)NCCN2C(C)CCCC2C)C1=O (configuration not stated) | 6 | -15 | 0.4 | -5 | -0.3 | -1.1 | -1.2 | 5 | 0
CCOC(CNC(=O)Cn1nc(Cc2ccncc2)c2ccccc2c1=O)OCC | 2 | 27 | 1.8 | 15 | -0.4 | -3.4 | -0.9 | -13 | 4
COC(=O)C1=C(c2ccccc2)C[C@@H]2CC[C@H]1N2C(=O)NCc1ccc(C(F)(F)F)cc1 | 11 | 8 | 0.2 | 13 | -1.6 | 0.1 | -2.9 | 20 | 4
Cc1ccc(OCC(O)Cn2c(N3CCOCC3)nc3c2c(=O)[nH]c(=O)n3C)cc1 (configuration not stated) | 5 | ? | -0.3 | 4 | -0.6 | -0.3 | -1.8 | 0 | 2
Cc1ccc(CN2CCCN(Cc3c(C)cc(C)cc3C)S2(=O)=O)cc1 | -7 | -6 | 0.9 | -7 | -4.2 | -1.6 | -2.0 | 0 | 1
COC(=O)/C(=C\C=C\c1ccccc1)NC(=O)c1ccccc1 | 23 | -3 | 3.3 | 1 | -0.5 | 0.5 | nt | 18 | -2
CC1=NCCN1CCNC(=O)Nc1ccc(C(C)(C)C)cc1 | -1 | nt | -1.7 | -6 | -0.8 | nt | -0.6 | -3 | 2
Nc1nc(SCc2ccccc2)cc(SCc2ccccc2)n1 | 14 | -4 | nt | 7 | -1.6 | -0.1 | -3.3 | 4 | 2
CC1(C)CC(=O)C2=C(C1)N(CCN1CCOCC1)C1=C(C(=O)CC(C)(C)C1)C2c1cccc(Cl)c1 | 14 | -8 | 2.0 | -6 | -0.3 | 0.1 | 0.1 | -66 | 30*
Cc1cc2ccccc2cc1CN1CCOCC1 | 2 | 9 | -1.3 | 1 | 2.0 | 1.4 | 2.7 | -9 | 0
CC1CC(C)CN(CC(=O)N2CCOCC2)C1 (configuration not stated) | 6 | -4 | -3.1 | 3 | -2.8 | 0.9 | nt | 5 | -4
CC(C)c1c(C(=O)N/N=C/c2ccsc2)nnn1-c1nonc1N | 1 | -2 | -0.8 | 2 | -4.5 | -0.6 | 8.3 | 9 | 2
O=C(COC(=O)c1ccc(S(=O)(=O)N2CCOCC2)cc1)NC1CCCC1 | 12 | -23 | 2.0 | -1 | -0.1 | -1.7 | -2.1 | -3 | 1
CCN1CCN(C(=O)c2nn(-c3ccc(C)cc3)c(=O)c3c2c2ccccc2n3C)CC1 | 9 | -42 | 0.4 | -9 | 0.8 | -0.6 | -1.5 | 10 | 5
CN(C)C(=O)CSc1nnc(-c2ccco2)n1-c1ccccc1 | 20 | 1 | nt | -1 | 0.9 | -0.9 | -0.7 | -6 | 0
CC(=O)Nc1cccc(NC(=O)/C=C/c2ccc(S(=O)(=O)N3CCOCC3)cc2)c1 | 25 | -18 | 0.3 | -22 | -6.8 | 0.2 | nt | 12 | 1
CN1CCN(CC(=O)Nc2ccccc2[N+](=O)[O-])CC1 | 0 | -10 | -4.2 | -14 | -3.7 | -0.7 | -0.7 | 9 | -6
CC1CC(C)CN(c2ncc3c(n2)CC(c2ccc(Cl)cc2)CC3=O)C1 (configuration not stated) | 12 | 1 | 0.6 | -6 | -0.5 | -0.1 | nt | 3 | 5
Clc1ccc(-c2cc(CN3CCOCC3)no2)cc1 | -1 | -34 | 2.1 | 8 | 0.3 | -2.0 | 0.6 | -11 | 2
C/C=C/C=C\C(=O)Nc1cccc(C2=NOC3(C2)C[C@@H](C(N)=O)N(C(=O)c2cc([N+](=O)[O-])cc([N+](=O)[O-])c2C)C3)c1 (some centres not stated) | -6 | -2 | 0.4 | -29 | -6.3 | 0.0 | -0.2 | 1 | -2

Four compounds from above, arranged by formula weight, ascending:
Structure | GDH-TPI inh | BoNT-F LC inh | UGM FP inh | PrPC TRFRET | FadD28 FP inh | BoNT A protease | BioA inh | CCHF vOTU inh | Mtb FBA inh
CN(C)C(=O)CSc1nnc(-c2ccco2)n1-c1ccccc1 | 20 | 1 | nt | -1 | 0.9 | -0.9 | -0.7 | -6 | 0
O=C(COC(=O)c1ccc(S(=O)(=O)N2CCOCC2)cc1)NC1CCCC1 | 12 | -23 | 2.0 | -1 | -0.1 | -1.7 | -2.1 | -3 | 1
CC(=O)Nc1cccc(NC(=O)/C=C/c2ccc(S(=O)(=O)N3CCOCC3)cc2)c1 | 25 | -18 | 0.3 | -22 | -6.8 | 0.2 | nt | 12 | 1
C/C=C/C=C\C(=O)Nc1cccc(C2=NOC3(C2)C[C@@H](C(N)=O)N(C(=O)c2cc([N+](=O)[O-])cc([N+](=O)[O-])c2C)C3)c1 (some centres not stated) | -6 | -2 | 0.4 | -29 | -6.3 | 0.0 | -0.2 | 1 | -2

Carrying on.
Structure | GDH-TPI inh | BoNT-F LC inh | UGM FP inh | PrPC TRFRET | FadD28 FP inh | BoNT A protease | BioA inh | CCHF vOTU inh | Mtb FBA inh
NC(=O)CSc1nnc(Cc2cccs2)n1C1CCCCC1 | -8 | 0 | -0.4 | -4 | -1.4 | 2.1 | 5.5 | -9 | 1
CCC(=O)Nc1ccc(NC(=O)c2ccccn2)cn1 | 7 | 21 | 0.5 | 2 | -4.4 | 0.6 | -0.4 | 3 | 2
CCN(CC(=O)Nc1c(F)cccc1F)C(=O)c1nn(C)c(=O)c2ccccc12 | 5 | -4 | 0.0 | 0 | -3.1 | -0.7 | -0.7 | 25 | 0
CCCc1[nH]nc2c1C(C1CC=CCC1)C(C#N)=C(N)O2 (configuration not stated) | -1 | 2 | 1.3 | 6 | -14 | -0.7 | nt | 3 | 2
CCCCC(=O)N(Cc1ccc(F)cc1)C1CCS(=O)(=O)C1 (configuration not stated) | 1 | 7 | 3.7 | -3 | -5.4 | -0.2 | -0.3 | -10 | 1
CCc1ccc(N(C(=O)Cn2nnc(-c3ccccc3)n2)C(C(=O)NC2CCCCC2)c2ccccn2)cc1 (configuration not stated) | 5 | -5 | 0.1 | 5 | 0.2 | -0.5 | -3.6 | -4 | -6
CC(C)C[C@H]1CNC(=S)N1C[C@H]1CCCN1C[C@H](Cc1ccc(O)cc1)N1C[C@H](CC(C)C)N(CC2CCCCCC2)C1=S | nt | -12 | nt | 10 | -3.9 | -1.2 | -2.7 | 29 | -5
CCN(c1ccccc1)S(=O)(=O)c1ccc(C(=O)N(C)CCc2ccc(OC)c(OC)c2)cc1 | -5 | 21 | 3.7 | 8 | 1.0 | 2.4 | 0.0 | 18 | 6
CCN(CC)P(=O)(/C(Cl)=C\Nc1c(C)n(C)n(-c2ccccc2)c1=O)N(CC)CC | 2 | 3 | -0.1 | -11 | -16 | -0.3 | 1.8 | 10 | -2
COCC(C)n1c(C)cc(C(=O)COC(=O)c2c(C)nn(-c3ccccc3)c2C)c1C (configuration not stated) | 8 | -24 | -1.6 | 11 | -0.8 | -1.2 | -1.2 | 14 | 2
COc1ccc(S(=O)(=O)N(C)CC(=O)Nc2ccc(C(F)(F)F)cc2)cc1Cl | -1 | -5 | -2.6 | 3 | 0.8 | 0.0 | -2.1 | 4 | -1
COc1cccc(OCCOc2ccccc2OC(C)C)c1 | 4 | 4 | 1.4 | -4 | -3.4 | 0.5 | 1.9 | 9 | -1
Cc1cc(N2CCC(C(=O)NCC3CC3)CC2)nc(-c2ccccc2)n1 | -1 | 19 | 4.3 | -6 | -4.3 | 0.1 | -3.1 | 2 | 2
COc1ccc(NC(=O)C2CCCN2C(=O)Nc2ccccc2)cc1OC (configuration not stated) | 0 | -5 | 0.5 | -4 | -3.0 | -0.8 | -0.8 | 4 | 0
O=C(O)CCCC[C@@H]1SC[C@@H]2NC(=O)N[C@@H]21 | 13 | 1 | -0.9 | -7 | 0.4 | 3.8 | -42 | -1 | 5
Cc1nc(C(=O)NNC(=O)Nc2ccc(Cl)cc2)cs1 | 0 | ? | -4.2 | 1 | -2.1 | ? | nt | 10 | 1
COC(=O)NC1CCC(CC2CCC(NC(=O)OC)CC2)CC1 (configuration not stated) | -5 | -8 | -6.2 | -10 | -3.3 | -1.0 | 0.3 | 9 | 3
Cc1ccc(C2CC2c2n[nH]c(=S)n2-c2ccc(Cl)cc2)cc1 (configuration not stated) | 6 | 1 | 0.7 | 7 | 0.3 | -1.4 | nt | 4 | -1
COc1ccc(C(=O)N/N=C/c2ccc(OC)c(COc3ccc(F)cc3)c2)cc1 | 28 | -1 | -0.6 | 0 | -1.8 | 0.3 | -0.5 | -2 | -2
COc1nccnc1NS(=O)(=O)c1ccc(NS(=O)(=O)c2ccc(NC(C)=O)cc2)cc1 | -3 | -8 | 1.4 | 6 | 0.7 | -0.6 | -1.3 | 2 | -1
COc1ccccc1CNC(=O)c1ccc(-c2ccccc2)cc1 | -2 | -6 | 0.2 | 2 | -5.0 | -0.5 | -2.2 | 0 | 0
NS(=O)(=O)c1cccc2c1c([N+](=O)[O-])cc1nc(O)c(O)nc12 | -4 | -14 | -0.2 | -49 | -0.7 | -0.6 | -0.1 | 16 | -2
CCN(C(=O)COC(=O)c1ccc(Cl)c(N)c1)C1CCS(=O)(=O)C1 (configuration not stated) | 7 | -2 | 1.1 | 8 | -0.1 | -0.1 | -4.3 | 14 | 10
